PglD DTNB: inhibitors of Campylobacter jejuni PglD acetyltransferase; purified PglD enzyme, DTNB colorimetric CoA detection; inhibition, % at 12.5 µM; actives 0.098% (n = 360,000); AID 602405; in the data active = inhibition above about 16%, passing the limit was not always enough; also: strong numbers were not always called active
PGC1a acetyl inh: PGC1a acetylation modulation, inhibitor mode | U2OS PGC1a acetylation, AlphaScreen anti-acetyl-lysine; with virally co-expressed GCN5 acetyltransferase | AID 651687 | actives 0.17% (n = 350,000) | inhibition, % at 15.6 µM;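 active = every replicate shows inhibition of at least 40%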;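 also: 0% = neutral control wells and 100% = positive control wells; some results beyond the cut were filed as inactive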
EWS-Fli inh: EWS/Fli transcriptional activity inhibition | A673 NR0B1-luciferase reporter, viability-normalised | inhibition, % at 12.6 µM | actives 0.67% (n = 350,000) | AID 651661;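 active = mean inhibition of at least 50% after viability correction, with every replicate also passing that limit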;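 also: firefly luciferase signal divided by Alamar Blue viability fluorescence both relative to DMSO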
S100A4 MyoIIA: S100A4-myosin IIA interaction inhibition; AID 652163; actives 0.14% (n = 360,000); S100A4/TAMRA-MyoIIA peptide fluorescence polarization; inhibition, % at 10.7 µM;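 active = mean inhibition of at least 70% across replicates, with every replicate also reaching that level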
Target sequence (P26447 whole entry, looked up): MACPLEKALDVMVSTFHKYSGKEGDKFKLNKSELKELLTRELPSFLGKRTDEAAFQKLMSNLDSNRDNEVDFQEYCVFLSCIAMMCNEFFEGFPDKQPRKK
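System – human S100A4 monomer protein, biochemical binding assay · Buffer or medium – Calcium-containing HEPES buffer, pH 7.2 · Timing – 5 min between mix addition and reading · Also added – TAMRA-labelled myosin IIA heavy-chain peptide probe, 5 nM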
FN deposition inh: fibronectin deposition inhibition; AH1F fibroblasts, Alexa488-fibronectin deposition fluorescence, overnight; inhibition, % at 12.6 µM; actives 0.086% (n = 350,000);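 active = mean inhibition across replicates of 30% or more, regardless of how many single replicates reach that level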;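 also: positive control wells lacked labelled fibronectin entirely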
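test system = AH1F fibroblasts assembling fluorescent fibronectin matrix | quantity = 10000 AH1F cells per well | buffer or medium = DMEM plus 2% serum, read in PBS | doses = single dose, pinned | incubation = 1 h cell attachment, overnight exposure to compound and label | detection = fluorescence at 485 nm excitation, 525 nm emission | read-out basis = inhibition from reduced deposited-fibronectin fluorescence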
ERAP1 inh: inhibitors of human ERAP1 aminopeptidase; Q9NZ08; inhibition, % at 10.7 µM; recombinant ERAP1, Leu-AMC fluorescence, 60 min; actives 0.15% (n = 340,000); AID 652197;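 active = mean replicate inhibition of at least 30%, or all replicates individually reaching that 30% level; inactive = mean below 30% and not every replicate reaching it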;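 also: 0% = neutral control wells and 100% = L-leucinethiol positive control wells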
PAX8 reporter: inhibitors of PAX8 transcriptional activity in RMG-I cells; RMG-I TPO-luciferase reporter, SteadyGlo, 24 h; inhibition, % at 12.6 µM; actives 1.2% (n = 360,000); AID 652154;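 active = mean replicate inhibition at least 60% with every replicate also reaching 60%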;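 also: luciferase light reporting Pax8 driven TPO promoter activity; plate controls were median of neutral control wells for no effect and mitoxantrone controls for full effect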
LGR2 antag: inhibitors of bursicon-induced Drosophila LGR2 receptor cAMP signaling; HEK293 LGR2, CRE-luciferase, bursicon-stimulated, 4 h; inhibition, % at 9.99 µM; actives 0.35% (n = 380,000);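 active = drop in luminescence signal, shown as inhibition above about 50% in the replicate tests, limit read from the data, passing the limit was not always enough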;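 also: agonist challenge used bursicon conditioned medium at about half maximal strength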
An asterisk follows results filed as active; nt = no result given; & = joins results of further samples.

SMILES	PglD DTNB	PGC1a acetyl inh	EWS-Fli inh	S100A4 MyoIIA	FN deposition inh	ERAP1 inh	PAX8 reporter	LGR2 antag
CC(C)NC(=O)Nc1ccc2c(c1)C(=O)N([C@H](C)CO)C[C@@H](C)[C@H](CN(C)S(=O)(=O)c1ccc(F)cc1)OCCCC[C@H](C)O2	2	-3	2	-4	nt	2	7	-23
O=C(OCC(=O)C12CC3CC(CC(C3)C1)C2)c1ccc(O)cc1O	-1	11	-31	-1	7	1	-53	-34
Cc1cccc(C(=O)Nc2cccc(C(=O)N/N=C/c3ccncc3)c2)c1	nt	14	-12	2	1	-1	-16	nt
COc1cccc(-c2ccc3c(c2)[C@H]2[C@H](CCN2C(=O)CN2CCOCC2)[C@H](CO)N3)c1	-1	-7	-38	-2	-15	-2	-52	-11
CC1CCN(CC(=O)Nc2nc(-c3ccccc3)cs2)CC1	-2	6	-12	-18	-6	-3	-9	4
COCC(=O)N1CC2(C1)[C@@H](c1ccc(C3=CCCC3)cc1)[C@H](CO)N2C(=O)COC	nt	-1	0	11	0	1	nt	-18
Cc1cc(-c2sccc2Br)nc(-n2cccc2)n1	nt	nt	-12	3	5	2	8	-36
CNC[C@H]1OCCCC[C@H](C)Oc2ccc(NS(=O)(=O)c3ccccc3)cc2C(=O)N([C@@H](C)CO)C[C@H]1C	-1	3	-3	-7	nt	4	-2	5
O=C(C1CCC1)N1C[C@H]2[C@@H](c3ccccc31)[C@@H](CO)N2Cc1ccccc1	1	-10	1	-6	-1	2	-8	9
CC(CN(C)C)CN1c2ccccc2Sc2ccccc21 (centres undefined)	0	-14	0	0	-8	4	12	nt
CC(Cc1ccccc1)NC(=O)CSc1nc2nc3c(cc2c(=O)n1-c1ccccc1)COC(C)(C)C3 (centres undefined)	0	0	nt	nt	3	nt	1	nt
Cc1ccc(CS(=O)Cc2ccc(C(=O)NCc3ccccc3)o2)cc1 (centres undefined)	0	4	0	-3	-2	1	-13	-14
O=c1cc(N2CCOCC2)[nH]c(=O)n1-c1ccc(Cl)cc1	1	-18	3	-6	-6	1	-12	-9
COCC(=O)N1[C@H](C#N)[C@@H](c2ccccc2-c2cccc(C)c2)[C@@H]1CO	nt	-1	-8	-3	-4	0	nt	-18
O=S1(=O)CCC(NC(=S)Nc2ccc3ccccc3c2)C1 (centres undefined)	1	10	-33	-1	8	4	-12	-80
COc1ccc(S(=O)(=O)Oc2ccc3cccc(N)c3c2)cc1	3	-22	3	3	-9	2	-16	-3
Cc1ccccc1-c1ccc(C2[C@H]3CNC[C@@H]2N3C(=O)Nc2ccc(F)cc2)cc1 (some centres undefined)	nt	5&5	4	-3&-4	-8&-3	-2&0	1	-10&-17
CN(C)C1=NCCN1CCc1ccccc1	nt	nt	-2	4	9	-1	-12	6
CCn1c(NC)cc(=O)n(C)c1=O	1	-9	nt	nt	0	nt	1	nt
O=C(O)C1CC=CCC1C(=O)NCCc1ccccc1 (centres undefined)	-1	3	nt	nt	-3	nt	2	nt
CCc1ccc(NC(=O)NC(C)c2ccc3c(c2)OCO3)cc1 (centres undefined)	3	nt	2	41	4	3	4	6
CO[C@@H]1CN(C)C(=O)c2ccc(NC(=O)C3CC3)cc2OC[C@@H](C)N(C(=O)CN2CCOCC2)C[C@@H]1C	4	-10	-3	14	-5	3	-8	21
CC(=O)N1CC(=O)N2[C@H](C1)[C@@H](c1ccc(-c3ccc(C#N)cc3)cc1)[C@@H]2CO	nt	-3	14	5	nt	1	-1	18
CCC(=O)N(C)C[C@H]1Oc2cc(-c3ccc(C)cc3)ccc2S(=O)(=O)N([C@@H](C)CO)C[C@H]1C	-1	-11	-1	4	4	0	nt	10
CC(C)CN(C(=O)c1ccc(N2CCCC2=O)cc1)c1c(N)n(Cc2ccccc2)c(=O)[nH]c1=O	2	-6	-6	1	-3	2	-15	-2
(more compounds)
SMILES	PglD DTNB	PGC1a acetyl inh	EWS-Fli inh	S100A4 MyoIIA	FN deposition inh	ERAP1 inh	PAX8 reporter	LGR2 antag
Cc1cccc(NC2=C(C#N)C(=O)NC3(CCCC3)S2)c1	5	nt	12	-2	-5	-2	20	-13
C[C@H](CO)N1C[C@H](C)[C@@H](CN(C)C(=O)Nc2ccc(C(F)(F)F)cc2)Oc2ccc(NC(=O)C3CC3)cc2CC1=O	1	-3	-4	6	nt	4	-13	-3
Cc1ccc(S(=O)(=O)c2c(O)c3ccc(C(=O)O)cc3[nH]c2=O)cc1	-1	nt	-3	2	5	2	6	0
CC1CCCCC1NC(=O)CCCn1c(=S)[nH]c2ccsc2c1=O (centres undefined)	1	-10	12	0	7	1	10	-11
O=C(O)C[C@@H]1CC[C@H](NC(=O)c2ccccc2F)[C@H](CO)O1	7	-2	-2	3	1	-7	-27	-11
CCOC(=O)C1=NOC(Cn2cc(C#N)c(=O)n(C)c2=O)C1 (centres undefined)	7	4	-7	5	-5	-5	8	-6
COc1ccccc1S(=O)(=O)Nc1ccc2c(c1)C(=O)N(C)C[C@@H](OC)[C@@H](C)CN[C@@H](C)CO2	-4	11	4	8	1	nt	5	8
COc1ccc(C(=O)NCCN2C(=O)S/C(=C\c3cccnc3)C2=O)cc1[N+](=O)[O-]	nt	nt	-10	2	10	nt	-6	-17
C[C@@H]1CN([C@@H](C)CO)C(=O)Cc2cc(NC(=O)C3CCCCC3)ccc2O[C@H]1CN(C)Cc1ccc(-c2ccccc2)cc1	-2	1	7	3	nt	5	10	2
Cc1ccc(-c2nc(CSCC(=O)N3CCN(c4ccccn4)CC3)c(C)o2)cc1	3	3	21	16	0	nt	45	-11
COc1cc(C(=O)N2CCN(c3ccccc3F)CC2)ccc1OCC(=O)N1CCOCC1	7	-3	2	-3	3	-8	-9	11
COc1cccc(C(=O)Nc2c(C)nn(-c3ccccc3)c2C)c1	nt	nt	-9	1	-3	-3	13	-20
O=C(O)C1CCCCC1C(=O)Nc1cccc(C(=O)N2CCCCC2)c1 (centres undefined)	4	6	10	0	nt	6	nt	4
O=C(CN1CCOCC1)Nc1ccccc1	-2	18	0	-5	nt	-1	nt	5
CO[C@@H]1CC[C@H]2CCOc3c(C#N)cccc3C(=O)N(C)C[C@H](c3ccccc3)CC(=O)N(C)C[C@H]1O2	-1	-1	0	1	5	0	10	-9
COc1ccc(C(OCC(O)CNCCc2ccccc2)c2ccc(OC)cc2)cc1 (centres undefined)	5	0	23	-9	0	-3	6	-26
C=C1N(c2ccccc2)C(=O)OC1(C)C	nt	-3	nt	nt	3	nt	0	5
CCOc1cc2[nH]c(=S)n(CCCN3CCN(C)CC3)c(=O)c2cc1OCC	-2	39	12	3	-2	1	19	14
COc1ccccc1S(=O)(=O)N1C[C@@H]2N[C@H](C1)C2c1ccc(-c2ccc(F)cc2)cc1 (some centres undefined)	nt	5&-4	5&-6	-2&6	-6&-2	2&4	-4&-8	-29&-7
Cc1oc2ccc(OCc3ccccc3Cl)cc2c1C(=O)O	-3	2	-3	2	1	-1	6	-4
COc1cccc(C=C2SC(=S)N(Cc3ccco3)C2=O)c1OC	nt	nt	-2	-2	1	-8	-2	-18
CSc1cccc(NC(=S)N2CCC(N(C)C(C)C)CC2)c1	nt	nt	-6	-22	nt	6	22	-10
CC12CCC(C(=O)NNc3ccc([N+](=O)[O-])cc3)(OC1=O)C2(C)C (centres undefined)	nt	-7	-1	-6	-2	nt	5	1
O=C(C[C@H]1CC[C@H]2[C@@H](COC[C@@H](O)CN2S(=O)(=O)c2ccccc2)O1)NCCN1CCCCC1	-1	8	-3	15	-7	0	9	-2
O=C(Nc1cccc(F)c1)N1CC(=O)N2[C@H](C1)[C@H](c1ccc(-c3ccc(F)cc3)cc1)[C@@H]2CO	nt	-20	-16	-6	nt	nt	13	2
Additional entries:
SMILES	PglD DTNB	PGC1a acetyl inh	EWS-Fli inh	S100A4 MyoIIA	FN deposition inh	ERAP1 inh	PAX8 reporter	LGR2 antag
C[C@H](CO)N1C[C@H](C)[C@@H](CN(C)S(=O)(=O)c2ccccc2)Oc2ccc(NS(=O)(=O)c3ccc(F)cc3)cc2CC1=O	-3	-1	46	-9	nt	0	nt	-5
O=C(Nc1ccccc1O)c1cccc(NC(=O)c2ccco2)c1	8	nt	23	-10	-3	1	23	-2
C[C@@H]1CN([C@@H](C)CO)C(=O)c2cc(NC(=O)C3CCCCC3)ccc2O[C@H]1CN(C)C(=O)Nc1ccc2c(c1)OCO2	-1	1	-2	3	nt	3	-19	-3
COc1ccc2sc(NCc3ccccc3)nc2c1	-4	-7	-108	0	-7	0	-285	-87
CC(C)OC(=O)c1cc(C(=O)c2cc(Br)ccc2O)coc1=N	3	nt	10	-7	-3	2	15	1
O=C(NC1CC2CCCC(C1)N2C(=O)Nc1ccc(Cl)c(C(F)(F)F)c1)C1CC1 (centres undefined)	-8	-7	nt	nt	5	nt	8	nt
COc1ccccc1NC(=O)C(C)NS(=O)(=O)c1ccc(Cl)cc1 (centres undefined)	-2	7	nt	nt	9	nt	13	nt
Cc1cc(C(=O)Nc2sccc2C(N)=O)c(C)o1	nt	6	-12	-9	1	3	nt	6
O=C(NN1C(=O)C2C(C1=O)C1C=CC2C12CC2)c1ccccc1Cl (centres undefined)	1	3	-5	-4	-1	-1	-1	-2
CC(=O)Nc1ccc(NC(=S)NC(=O)c2ccc([N+](=O)[O-])c(C)c2)cc1	nt	nt	-3	3	1	0	-1	3
CCc1ccc(OCC(=O)Nc2ccc3oc(=O)ccc3c2)cc1	-3	3	1	1	9	-6	-20	-1
COc1ccc(C(C)NC(=O)C23CC4CC(CC(C4)C2)C3)cc1 (centres undefined)	7	12	4	-1	-1	nt	11	-1
O=C(CSCc1ccccc1)N1CCN(S(=O)(=O)c2cccc(F)c2)CC1	2	15	-6	-6	3	0	-7	-6
Cc1ccc(N/C(N)=N/c2nc(CSc3ccccn3)cc(=O)[nH]2)c(C)c1	nt	-6	-18	-5	10	3	3	nt
COc1ccc(CN(C)C[C@H]2Oc3c(NC(=O)Nc4ccc(C(F)(F)F)cc4)cccc3C(=O)N([C@@H](C)CO)C[C@@H]2C)cc1	4	11	22	-4	nt	0	-6	-22
O=C(c1ccc2oc(CCCc3ccccc3)nc2c1)N1CCCC(CCCO)C1 (centres undefined)	3	1	nt	2	12	-1	-46	0
CC(OC(=O)CN1C(=O)c2ccccc2C1=O)C(=O)NC1CCCCC1C (centres undefined)	3	nt	-6	0	3	1	-13	3
COc1ccc(CCNC(=O)c2oc3ccccc3c2C)cc1	-3	nt	-22	3	-1	1	-6	-12

Bioassay records: PubChem, Broad Institute
